High-throughput results (PubChem)
iPSC survival up = enhancers of single-cell hiPSC survival, primary screen, ATPlite luminescence; 100% = ROCK inhibitor wells, 0% = DMSO; survival enhancement, % at 20 µM; 360,000 compounds, 0.044% hits; AID 602274, 2012; in the data active = survival enhancement above about 18%;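 also: cells exposed to compounds for 16 hours before the ATP read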
aDG glyco up = activators of alpha-DG glycosylation, primary screen, uHTS, Pro5-aDG cells, AlphaScreen. alpha-DG glycosylation AlphaScreen (IIH6); 0% Pro5, 100% B10-LARGE cell signal. activation, % at 10 µM. 360,000 compounds, 0.22% hits. AID 624168, 2012;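 active = activation of at least 8% versus controls, or a plate z-score of at least 8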;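 also: Pro5 are CHO cells carrying HIG-tagged alpha-DG that lacks glycosylation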
Exocytosis inh = LAMP-1 surface exposure blockers, TALL-104 cells – cell-based, flow cytometry, MLPCN library, primary screen; TALL-104 LAMP-1 surface exposure; cells stimulated with thapsigargin and PMA; inhibition, % at 10 µM; 360,000 compounds, 0.66% hits; AID 651702, 2012;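 active = inhibition above about 55%, limit read from the data; inconclusive = no clear call, values can overlap the other calls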
H9c2 protect = cardioprotection against H2O2-induced cell death, primary screen, uHTS, H9c2 cells, ATPLite luminescence | H9c2 cardiomyocytes, H2O2 injury protection, 2 h | protection from H2O2 cell death, % at 20 µM | 360,000 compounds, 0.63% hits | AID 588492, 2011;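 active = compounds giving at least 50% protection of heart cells from peroxide-induced death in the single-dose screen, raw or plate-pattern-corrected value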;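 also: 0% = DMSO wells with peroxide and 100% = DMSO wells without peroxide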
ABCB6 inh 2 = ABCB6 transporter inhibitors, primary screen, K562-ABCB6 cells, flow cytometry, MLPCN library | ATP-binding cassette sub-family B member 6 (Homo sapiens), Q9NP58 | K562-ABCB6 porphyrin accumulation, 1 h; stronger effect = lower value | fluorescence ratio to DMSO, % at 10 µM | 360,000 compounds, 0.19% hits | AID 602162, 2011;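 active = fluorescence ratio to DMSO below 75%, the collection mean minus 3 SD; inconclusive = too few cells collected in the well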;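 also: signal is porphyrin accumulated inside mitochondria; 100% equals median channel fluorescence of DMSO control wells; lower ratio means ABCB6 inhibition with less porphyrin fluorescence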
ABHD5 PLIN5 PPI = ABHD5-PLIN5 interaction inhibitors, primary screen, cell lysate, split luciferase complementation, luminescence. 360,000 compounds, 0.78% hits. Split G. princeps luciferase complementation, 4 h. Perilipin-5 (Homo sapiens) + 1-acylglycerol-3-phosphate O-acyltransferase ABHD5 (Homo …. inhibition, % at 4 µM;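 active = inhibition above the mean inhibition across every tested compound plus 3 SD, cut at about 22% in these data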;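 also: 0% = DMSO only wells and the 100% control is not disclosed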
MC4R ag barr = MC4R agonists recruiting beta-arrestin, primary screen, cell-based, luminescence, agonist arm of biased-ligand search; 360,000 compounds, 0.98% hits; activation, % at 8.9 µM; U2OS MC4R beta-arrestin complementation; percent of melanotan II response, DMSO zero;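 active = activation above a per-plate cutoff, the mean activation of sample wells on that plate plus 3 SD, cut at about 8% in these data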
Target sequence (P32245 whole entry, looked up): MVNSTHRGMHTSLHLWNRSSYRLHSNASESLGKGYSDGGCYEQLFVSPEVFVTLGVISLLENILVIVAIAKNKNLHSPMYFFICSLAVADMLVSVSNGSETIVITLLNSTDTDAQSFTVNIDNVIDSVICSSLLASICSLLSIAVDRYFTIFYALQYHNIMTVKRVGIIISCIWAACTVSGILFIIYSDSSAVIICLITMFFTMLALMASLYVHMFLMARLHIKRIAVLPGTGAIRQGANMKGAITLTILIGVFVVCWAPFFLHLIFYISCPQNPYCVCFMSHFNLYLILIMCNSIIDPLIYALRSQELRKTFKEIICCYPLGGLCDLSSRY
Glyco luc inh = increase of ERlucT glycosylation luciferase signal, primary screen, N-linked glycosylation inhibitor project, D54 ERlucT cells, luminescence, set 2; D54 ERlucT glycosylation luciferase reporter, 24 h; percent of 100 nM tunicamycin response; reporter increase, % at 12.5 µM; 360,000 compounds, 0.23% hits; AID 588692, 2011;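 active = mean luciferase reporter signal, scaled so untreated is 0 and the glycosylation-blocking control 100, at or above a set limit in every replicate; inconclusive = mean reaches the limit but not every replicate does; inactive = mean below the limit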;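 also: luciferase carries N-glycosylation sites so blocking glycosylation raises the light; 0% = median of neutral control wells and 100% = median of 100 nM tunicamycin wells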
HTR2A ag = mouse Htr2a agonists via beta-arrestin recruitment, primary screen, cell-based, luminescence | CHO-K1 mHTR2A beta-arrestin complementation; percent of 30 µM serotonin response | AID 624169, 2012 | 360,000 compounds, 0.66% hits | activation, % at 7.6 µM;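 active = activation above a run cutoff, the mean activation of all tested compounds plus 3 SD, cut at about 14% in these data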;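 also: 0% = plate median of compound wells and 100% = 30 µM serotonin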
Target sequence (P35363 whole entry, looked up): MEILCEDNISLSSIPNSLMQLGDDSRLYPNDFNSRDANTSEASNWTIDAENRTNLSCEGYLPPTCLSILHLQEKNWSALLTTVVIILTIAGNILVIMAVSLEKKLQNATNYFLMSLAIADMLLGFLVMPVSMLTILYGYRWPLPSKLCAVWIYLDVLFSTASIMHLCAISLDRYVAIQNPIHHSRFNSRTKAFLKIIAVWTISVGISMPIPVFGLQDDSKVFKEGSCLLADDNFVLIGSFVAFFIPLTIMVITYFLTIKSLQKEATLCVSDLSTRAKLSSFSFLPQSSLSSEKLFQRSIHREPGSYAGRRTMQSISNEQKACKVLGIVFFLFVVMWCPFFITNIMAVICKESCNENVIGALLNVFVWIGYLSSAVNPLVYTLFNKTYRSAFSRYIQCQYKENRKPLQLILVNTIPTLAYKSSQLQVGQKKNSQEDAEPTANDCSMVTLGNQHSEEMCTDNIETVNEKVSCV
MC4R antag cAMP = MC4R antagonists of cAMP signaling, primary screen, cell-based, TR-FRET, antagonist arm of biased-ligand search; AID 540295, 2011; MC4R-expressing cells, MTII-stimulated cAMP, LANCE TR-FRET; Melanocortin receptor 4 (Homo sapiens), P32245; inhibition, % at 6.5 µM; 360,000 compounds, 0.48% hits;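 active = inhibition above its plate's cutoff, the mean of tested wells on that plate plus 3 SD, cut at about 29% in these data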;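 also: 0% = Melanotan II alone and 100% = Melanotan II plus saturating MCL0020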
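Assay system: U2OS cells stably expressing human melanocortin 4 receptor (MC4R) / Dosing: 6.5 µM / Timing: compound 30 min, challenge 1 h, detection 1 h / Measured by: Eu-cAMP/anti-cAMP TR-FRET, emission 671 nm / Replicates: singlicate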
Numbers without * were called inactive; ? = inconclusive; . = not tested or not shown.

SMILES | iPSC survival up | aDG glyco up | Exocytosis inh | H9c2 protect | ABCB6 inh 2 | ABHD5 PLIN5 PPI | MC4R ag barr | Glyco luc inh | HTR2A ag | MC4R antag cAMP
O=C(NCc1ccco1)/C(=C/c1ccc(F)cc1)NC(=O)c1ccccc1 | -0.6 | -0.1 | -15 | 9 | 91 | -1 | 0.4 | 1 | 0 | 3
N#CC1(NC(=O)COC(=O)c2nc(Cl)c(Cl)c(N)c2Cl)CCCCC1 | 0.4 | -0.2 | 2 | 1 | 98 | 4 | -1.7 | 1 | 8 | 5
O=C(c1cc(COc2cccc(C(F)(F)F)c2)on1)N1CCc2ccccc2C1 | -0.4 | -0.1 | -1 | -10 | 97 | -1 | -2.1 | 0 | -7 | -2
CC1CCCCN1C(=O)CSc1nnc(-c2ccco2)n1CC1CCCO1 (stereo unspecified) | 1.2 | -0.3 | -2 | -2 | 89 | 14 | 3.5 | 0 | 5 | -7
O=C(NCc1nc(-c2ccccc2)no1)c1ccc(Br)o1 | -0.1 | -0.1 | 30 | -8 | 101 | -2 | -2.8 | -1 | -2 | 6
O=c1c2c3c(sc2ncn1/N=C/c1ccco1)CCCC3 | -1.7 | -0.2 | -3 | 3 | 102 | 11 | 2.1 | 4 | -1 | 1
O=C(CCNC(=O)c1ccco1)Nc1ccc(OC(F)F)cc1 | -0.5 | 0.1 | 2 | -3 | 92 | -3 | -1.6 | 1 | -1 | 2
C(=C\CSc1nnnn1-c1ccccc1)/CSc1nnnn1-c1ccccc1 | 6.8 | 0.5 | 4 | -7 | 98 | 3 | -2.5 | -1 | -6 | 3
COc1ccc(C(=O)NCCn2ccc3ccccc32)cc1OC | -1.8 | 0.0 | -1 | 5 | 94 | 3 | 0.2 | 4 | -3 | -3
O=C(NNC1=NS(=O)(=O)c2ccccc21)c1ccc(Cl)cc1 | -2.8 | -0.2 | -2 | -20 | 104 | 5 | -1.9 | 0 | 2 | -2
Cc1sc2nc[nH]c(=S)c2c1-c1ccccc1 | -0.9 | 0.1 | 2 | 66* | 92 | -3 | -0.1 | 2 | 1 | -6
Cn1c(=O)c2c(ncn2CC(=O)OCC(=O)NNC(=O)c2ccc(Cl)cc2)n(C)c1=O | -0.2 | 0.0 | -6 | 0 | 105 | -2 | -1.8 | 3 | -6 | 10
N#CCCN1CCN(S(=O)(=O)c2ccc(S(=O)(=O)N3CCCC3)cc2)CC1 | -0.8 | -0.1 | 0 | 5 | 102 | -4 | -0.5 | 2 | 0 | 8
Cc1cccc(C(=O)Nc2cccc(NC(=O)c3ccccc3)c2)c1 | -0.5 | -0.1 | 0 | 0 | 99 | 7 | 0.7 | -2 | 0 | 3
CC(=O)Nc1ccc(NCc2cccs2)cc1 | -0.2 | 0.0 | -9 | 5 | 98 | 5 | -0.9 | 1 | 1 | 2
Cc1cccc(C(=O)OCC(=O)NC(=O)NC2CCCCC2)c1 | -1.3 | 0.1 | 2 | -4 | 98 | 1 | 2.0 | 2 | -2 | 3
Cc1ccccc1OCC(=O)OCC(=O)Nc1ncc(Cl)c(C)c1Cl | 0.4 | -0.2 | 3 | 6 | 92 | 1 | 2.5 | -1 | 10 | 8
O=C(O)C1CC(=O)n2c(nc3ccccc32)S1 (stereo unspecified) | 3.1 | 0.0 | -6 | 7 | 100 | -1 | 0.4 | 2 | 8 | -2
CCSC(=N)N | -1.3 | -0.2 | -6 | 10 | 100 | -4 | -0.7 | 2 | -5 | -2
CCOc1ccc(NC(=O)CN(C)S(=O)(=O)c2cccc3cccnc23)cc1 | -0.2 | 0.1 | 9 | 1 | 102 | -4 | 0.5 | -3 | 0 | 13
CCCC(C)C(=O)Nc1cccc(NC(C)=O)c1 (stereo unspecified) | 1.6 | -0.2 | 1 | -2 | 101 | -3 | 0.1 | 1 | 3 | 15
COc1cc(CC(=O)Nc2cc(S(C)(=O)=O)ccc2Cl)cc(OC)c1OC | -1.5 | -0.5 | -2 | -3 | 96 | 1 | 1.1 | 1 | 10 | 0
COC(=O)[C@]12CCCCC=C1N(Cc1ccccc1)C(=O)[C@H](CC(=O)NCc1ccc(OC)c(OC)c1)C2 | 0.1 | -0.3 | 2 | . | 97 | 3 | . | . | 8 | .
CCCCOc1ccc(N(CC(=O)NCCOC)C(=O)CCC(=O)Nc2ccccn2)cc1 | -0.7 | 0.1 | -9 | 0 | 97 | 8 | -1.4 | 2 | 3 | -3
CCCCN(C(=O)Cn1ncc(Cl)c(Cl)c1=O)c1c(N)n(CC(C)C)c(=O)[nH]c1=O | 1.9 | 0.2 | 1 | 1 | 101 | 7 | 0.1 | 1 | -2 | 7
CC(=O)N1N=C(c2ccccc2)CC1c1ccc2c(c1)OCO2 (stereo unspecified) | -0.4 | 0.2 | -2 | -6 | 84 | 2 | -1.9 | 1 | -2 | -2
CCOCc1nnc(NC(=O)C2CC(=O)N(C3CCCC3)C2)s1 (stereo unspecified) | -0.7 | 0.1 | -4 | 4 | 97 | -8 | -0.7 | -2 | -1 | 1
CC1CCN(c2ccc(C(=O)NCCc3ccccc3)cn2)CC1 | 0.6 | 0.3 | 0 | -3 | 96 | -4 | -1.2 | 1 | -2 | 6
Cc1ccc(S(=O)(=O)NCC(=O)NCC(=O)N2CCC(C)CC2)cc1 | 0.1 | 0.2 | 0 | -4 | 96 | -3 | -2.4 | 1 | 0 | -1
COc1ccc2nc(C)cc(SCC(=O)OC(C)C)c2c1 | -2.2 | 0.5 | -1 | 0 | 87 | 11 | -1.0 | -1 | 4 | -2
N#CCCSCc1ccc(OCC(=O)O)cc1 | 2.3 | -0.3 | 1 | 3 | 94 | 0 | 0.4 | 1 | -2 | 2
CN(N=Cc1ccccc1O)c1ccc2ccccc2n1 | -1.4 | -0.5 | -3 | -8 | 102 | -1 | 2.3 | -3 | 5 | 7
CC1CCN(C(=O)c2[nH]cnc2C(=O)Nc2ccccc2F)CC1 | 0.7 | -0.2 | -7 | 5 | 107 | 1 | 0.0 | -1 | -7 | 4
Cc1ccccc1C1NC(=S)NC2=C1C(=O)CCC2 (stereo unspecified) | -0.5 | -0.4 | -3 | 7 | 95 | 2 | -1.9 | 0 | 2 | -4
COC(=O)CSc1nc(C)cc(C(F)(F)F)c1C#N | -0.7 | -0.2 | 1 | 0 | 104 | -11 | 0.0 | 2 | 1 | -10
CSc1cccc(NC(=S)N2CCC(N(C)C3CCCCC3C)CC2)c1 (stereo unspecified) | 0.1 | -0.1 | 0 | 1 | 93 | 7 | -0.8 | -4 | 0 | -2
CCSc1nnc(Nc2ccccc2)s1 | -2.2 | -0.2 | 1 | -24 | 94 | 1 | 1.9 | 0 | 3 | 7
CC(C)Oc1cccc(C(=O)C2CCCN(Cc3cccn3-c3ccccn3)C2)c1 (stereo unspecified) | -0.9 | 0.5 | 41 | -30 | 94 | 1 | -1.5 | -2 | -6 | 6
CCOC(=O)[C@@H]1[C@H]2COc3ccc(Br)cc3[C@@H]2N2C(=O)N(c3ccc(C)cc3)C(=O)[C@@]12C | 5.0 | 0.1 | -7 | 8 | ? | -7 | -3.2 | 1 | -12 | 3
Nc1c(NC=O)c(=O)n(Cc2ccccc2)c(=O)n1Cc1ccccc1 | 0.2 | -0.1 | 2 | 2 | 99 | 6 | -0.7 | -2 | 2 | 8
COc1cccc(-c2nc(CS(=O)(=O)CC(=O)Nc3cc(OC)ccc3OC)c(C)o2)c1 | -0.1 | -0.1 | -3 | 0 | 102 | 14 | -0.1 | 1 | 5 | 14
O=C(O)C(Oc1ccc2c(-c3ccccc3)cc(=O)oc2c1)c1ccccc1 (stereo unspecified) | 0.2 | 0.1 | -4 | 12 | 93 | 5 | -0.3 | 2 | 3 | 5
CCOc1cc(N2CCOCC2)c(OCC)cc1NC(=O)COc1cccc2cccnc12 | -1.8 | -0.4 | -3 | 50* | 112 | -2 | 0.4 | -13 | 1 | 1
COc1ccc(C2c3c(ncn(CCN4CCOCC4)c3=N)Oc3ccc4ccccc4c32)cc1OC (stereo unspecified) | -0.7 | -0.1 | 0 | -18 | 102 | 12 | -0.5 | 2 | -2 | 1
Cc1cc(N/C=C/C(=O)c2cccc3ccccc23)no1 | 2.0 | -0.3 | 2 | 6 | 96 | 4 | 0.7 | 1 | -2 | -4
O=C1CCCN1CCC(=O)N1CCCC(Nc2ccc(F)c(F)c2)C1 (stereo unspecified) | 1.2 | 0.9 | 14 | 4 | 94 | 3 | -0.5 | 1 | -6 | 9
Cc1ccc(N/C=C2/Sc3ccccc3NC2=O)cc1 | -3.7 | -0.4 | -1 | -14 | 97 | 0 | 5.7 | -2 | -1 | -3
Cc1cc2ncn(/N=C/c3cccnc3)c2cc1C | 1.4 | -0.1 | 0 | 12 | 89 | 2 | -0.4 | 1 | -4 | 4
COc1cc(NC(=O)[C@H]2CSCN2C(=O)[C@@H]2CCC(=O)N2)cc(OC)c1OC | -0.4 | 0.0 | -6 | 3 | 105 | -3 | 2.7 | 2 | -5 | 9
Cc1cc(NC(=O)c2ccc(F)cc2)n(CCOC(=O)c2ccc(F)cc2)n1 | 0.7 | 0.3 | 2 | -4 | 89 | -2 | 0.4 | -2 | 6 | -1
CN(CC(=O)Nc1cccc(F)c1)C(=O)c1ccc2c(c1)OCCO2 | -0.1 | -0.4 | 4 | 3 | 93 | 2 | -4.2 | 2 | -5 | 16
Cc1ccc(C(=O)N2CCOCC2)c(F)c1F | 0.3 | 0.0 | 10 | 3 | 85 | 11 | -1.6 | 0 | -2 | -9
OC(CN1C2=NCCN2c2ccccc21)c1ccc2c(c1)OCO2 (stereo unspecified) | 0.9 | -0.1 | -3 | 33 | 93 | 3 | 1.1 | -12 | -7 | 5
CC1(C)CC(=O)C(/C=N/n2c(C(F)(F)F)nc3ccccc3c2=O)=C(O)C1 | 0.1 | 0.0 | 1 | 4 | 97 | 9 | -1.0 | -1 | -4 | -1
COc1ccc(N2CCN(C(=O)C3CCN(C(=O)c4ccc([N+](=O)[O-])cc4)CC3)CC2)cc1 | 0.3 | 0.3 | 0 | 2 | 93 | 0 | -2.8 | 0 | 10 | -5

Not a hit list; overall some 4.5% were active at least once.
